CHO-K1 Ca ag: counter-screen for M1 agonists: effect in parental CHO-K1 cells | actives 0.48% (n = 360,000) | Fluo-8 calcium fluorescence; scaled to maximal ATP response, vehicle zero | activation, % at 3 µM; in the data active means activation above about 15%;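 further: untransfected CHO-K1 host cells lacking M1 receptor as counterscreen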
CHRM1 antagonist: human M1 muscarinic receptor antagonists, primary screen, CHO-K1 cells, Fluo-8 calcium fluorescence, 1536-well; Muscarinic acetylcholine receptor M1 (Homo sapiens), P11229; CHO-K1 hM1, ACh EC80 antagonist; inhibition, % at 3 µM; actives 1.3% (n = 360,000); AID 588852, 2011;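 active means percent inhibition above its own plate's cutoff, namely the mean of that plate's compound wells plus 3 SD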;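 further: peak over basal fluorescence ratio during 140 s after agonist addition; 0% = ACh EC80 plus DMSO and 100% = DMSO alone without agonist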
Target sequence (P11229 whole entry, looked up): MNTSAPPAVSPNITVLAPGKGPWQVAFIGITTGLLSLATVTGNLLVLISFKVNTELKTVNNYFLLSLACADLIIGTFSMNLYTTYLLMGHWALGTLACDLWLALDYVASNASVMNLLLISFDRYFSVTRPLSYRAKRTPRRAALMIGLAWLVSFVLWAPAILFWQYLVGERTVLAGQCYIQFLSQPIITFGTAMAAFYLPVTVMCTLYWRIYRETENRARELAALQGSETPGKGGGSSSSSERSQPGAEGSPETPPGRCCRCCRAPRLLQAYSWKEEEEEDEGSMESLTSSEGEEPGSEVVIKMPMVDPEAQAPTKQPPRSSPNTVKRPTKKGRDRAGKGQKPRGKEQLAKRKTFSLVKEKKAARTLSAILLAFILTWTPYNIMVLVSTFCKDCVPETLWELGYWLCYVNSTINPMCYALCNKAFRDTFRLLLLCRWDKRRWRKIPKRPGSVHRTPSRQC
TAAR1 agonist: human TAAR1 agonists, primary screen, Fluo-8 calcium fluorescence, CHO RD-HGA16 cells; activation, % at 3 µM; vehicle wells 0%, saturating PEA agonist 100%; actives 0.99% (n = 360,000); Trace amine-associated receptor 1 (Homo sapiens), Q96RJ0; AID 624467, 2012;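 active means activation above the mean activation of all test compounds in the run plus 3 SD, cut at about 38% in these data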
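Assay system: CHO-derived RD-HGA16 cells with stable Gα16 and human TAAR1; timing: 17-24 h seeding, 75 min 37 °C dye, 30 min RT; read-out: % activation from peak over basal fluorescence ratio, DMSO-to-PEA scaled; measured by: kinetic Fluo-8 calcium fluorescence; benchmarks: low control DMSO, high control PEA (EC100); doses: 3 µM single concentration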
CHRM1 agonist: human M1 muscarinic receptor agonists, primary screen, Fluo-8 calcium fluorescence, CHO-K1 cells, HTS | CHO-K1 hM1, agonist mode; 0% DMSO, 100% acetylcholine EC100 | activation, % at 3 µM | actives 0.33% (n = 360,000) | AID 588814, 2011;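 active means activation above the run's mean compound activation plus 3 SD, cut at about 16% in these data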;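 further: peak over basal fluorescence ratio within a 140 s kinetic read after compound addition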
OXTR potentiate: human OXTR potentiators, primary screen, fluorescence, CHO-OTR cells, Fluo-8 calcium; activation, % at 3 µM; Fluo-8 calcium fluorescence, potentiator mode; 0% = oxytocin EC15, 100% = EC100; actives 0.061% (n = 320,000); Oxytocin receptor (Homo sapiens), P30559;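 active means activation above that plate's cutoff, the mean activation of tested compounds plus 3 SD, cut at about 6.6% in these data, passing the limit was not always enough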;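 further: 100% uses oxytocin at 75 nM as the full agonist control; some results filed as inactive read as strong as hits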
Target sequence (P30559 whole entry, looked up): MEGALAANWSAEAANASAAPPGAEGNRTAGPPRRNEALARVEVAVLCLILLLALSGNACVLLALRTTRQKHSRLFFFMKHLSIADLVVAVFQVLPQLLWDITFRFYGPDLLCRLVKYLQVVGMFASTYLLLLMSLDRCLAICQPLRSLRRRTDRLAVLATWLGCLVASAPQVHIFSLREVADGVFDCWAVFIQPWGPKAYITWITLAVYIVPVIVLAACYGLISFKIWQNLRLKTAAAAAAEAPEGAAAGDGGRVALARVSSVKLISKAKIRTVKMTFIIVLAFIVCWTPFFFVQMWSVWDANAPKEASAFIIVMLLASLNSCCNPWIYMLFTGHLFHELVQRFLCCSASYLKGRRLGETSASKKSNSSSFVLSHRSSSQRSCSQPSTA
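System: human OTR in CHO cells; Also added: sub-maximal oxytocin, roughly EC15; Timing: compound 6 min at room temperature before oxytocin, 100 s read; Technique: Fluo-8 intracellular calcium fluorescence, ex 470-495, em 515-575 nm; Controls: oxytocin EC15 low and EC100 high; Replication: singlicate.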
TAAR1 antag: human TAAR1 antagonists, primary screen, Fluo-8 calcium fluorescence, CHO RD-HGA16 cells; Trace amine-associated receptor 1 (Homo sapiens), Q96RJ0; antagonist; inhibition, % at 3 µM; actives 1.5% (n = 360,000); AID 624466, 2012;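 active means inhibition above a per-plate cutoff, the mean inhibition of test compounds on that plate plus 3 SD, cut at about 49% in these data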;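 further: 0% = DMSO plus EC80 beta-PEA response and 100% = DMSO alone without agonist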
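test system = CHO RD-HGA16 cells bearing hTAAR1 | replication = singlicate | controls = DMSO-only wells and EC80 β-PEA-stimulated wells | reagent = EC80 β-phenethylamine stimulus | read-out basis = percent inhibition of PEA-evoked calcium signal, max/basal emission ratio | schedule = seeding 17-24 h prior, 75-min 37 °C, 30-min RT dye loading | signal = kinetic Fluo-8 calcium fluorescence measurement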
M1 PAM parental: nonselective calcium activators in parental CHO-K1 cells, primary screen, counter-screen for M1 PAM project, cell-based, Fluo-8 calcium fluorescence, full deck, 1536-well; ATP EC20; 0% at ATP EC20, 100% at ATP max; activation, % at 3 µM; actives 0.02% (n = 360,000); AID 602247, 2012;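 active means activation above the run cutoff, the mean activation of all test compounds plus 3 SD, cut at about 40% in these data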;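 further: peak over basal fluorescence ratio in a 140 s read after ATP addition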
CHO-K1 Ca antag: M1 antagonist counterscreen hit in parental CHO-K1 cells; ATP-induced calcium, Fluo-8 fluorescence; inhibition, % at 3 µM; actives 0.6% (n = 360,000);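 active means inhibition above a per-plate cutoff, the plate's mean sample inhibition plus 3 SD, cut at about 24% in these data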;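 further: 0% = DMSO plus EC80 ATP and 100% = DMSO alone without ATP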
CHO parental Ca: ATP-evoked calcium signal inhibitors, parental CHO, primary screen, counter-screen for OX1R antagonist project, cell-based, fluorescence, Fluo-8 calcium dye; parental CHO-K1, ATP-induced calcium, Fluo-8 fluorescence; inhibition, % at 5.6 µM; actives 0.63% (n = 330,000);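 active means inhibition above that plate's mean sample inhibition plus 3 SD, cut at about 26% in these data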;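 further: 0% = ATP-challenged DMSO wells and 100% = DMSO wells without ATP; some compounds past the cut are filed as inactive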
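Assay system: untransfected parental CHO cell line. Also added: ATP agonist challenge. Dosing: one dose, 5.6 µM nominal. Measured by: Fluo-8 fluorescence. Read-out: % inhibition. Benchmarks: ATP wells versus no-ATP DMSO wells. Repeats: no replicates.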
The depositor's hits bear a star; . = not tested or not shown.

SMILES	CHO-K1 Ca ag	CHRM1 antagonist	TAAR1 agonist	CHRM1 agonist	OXTR potentiate	TAAR1 antag	M1 PAM parental	CHO-K1 Ca antag	CHO parental Ca
S=C(Nc1ccccc1)N1CCCCC1	0.0	-3	1	1	-11	3	2	2	-5
COc1ccc(CC(=O)N2CC(C)CC(C)C2)cc1OC (stereo not drawn)	0.2	-9	0	-1	-9	23	11	-7	-8
N#CC1=C(S)N=C(N)C(c2nc(-c3ccccc3)cs2)C12CCCC2 (stereo not drawn)	1.7	-5	3	-3	-3	10	18	-10	-12
COc1cc2[nH]c(C(=O)N3CCC(Cc4ccccc4)CC3)cc2c(OC)c1OC	0.8	-8	5	-3	-13	-21	19	-17	-33
C=CCNC(=O)NC(=O)COC(=O)CC(NC(N)=O)c1ccc(Cl)cc1 (stereo not drawn)	0.2	-5	4	-4	-4	-10	14	-4	-5
COc1ccc(OC)c(C(=O)COC(=O)CNC(=O)C2CCCCC2)c1	-0.3	-2	0	-2	-12	-10	6	7	-8
Cc1n[nH]c(=S)n(NC(=O)CC(=O)Nn2c(=S)[nH]nc(C)c2=O)c1=O	-0.5	-9	3	1	-4	13	1	-6	-3
CC(=O)c1ccc(NC(=O)C(NC(=O)c2ccccc2)=C(C)C)cc1	0.3	-11	7	1	-9	4	20	-13	1
COc1ccc(Cl)cc1-c1cc(C(=O)N[C@H](C)c2ccccc2)[nH]n1	0.3	19	3	-7	.	17	-10	3	.
CCOC(=O)c1cc2c(ccn2C)n1CC(=O)N1CCC(C)CC1	0.2	15	3	-1	-21	-7	-19	13	-20
NC(=O)C1CCN(CC(=O)NC(=O)NC2CCCC2)CC1	0.3	-6	5	-6	-15	-16	-12	-5	-3
CCCn1c(N)c(C(=O)CSc2nnc(N)s2)c(=O)[nH]c1=O	0.8	-8	1	-3	-4	-16	18	-19	7
CCC(NS(=O)(=O)c1ccc2c(c1)Cc1cc(S(=O)(=O)NC(CC)C(=O)O)ccc1-2)C(=O)O (stereo not drawn)	0.3	-18	0	-3	-3	-3	14	-13	-2
CCC(C)(C)NC(=O)C(c1ccc(OC)cc1)N(C(=O)CCC(=O)Nc1cc(C)on1)c1ccc(F)cc1 (stereo not drawn)	1.1	-25	-1	-1	-5	-13	7	-10	-28
CC1(C(=O)Nc2ccc3[nH]ncc3c2)CCN1C(=O)CC(c1ccccc1)c1ccccc1 (stereo not drawn)	0.9	-9	3	-1	.	21	4	-12	.
CN(CC1COc2ccccc2O1)C(=O)CCNS(=O)(=O)c1ccc(F)c(Cl)c1 (stereo not drawn)	1.2	-16	3	-1	.	-4	14	-14	.
COC1(OC)N=C(N)C2(C#N)C(c3ccc(F)cc3)C12C#N (stereo not drawn)	0.5	-12	7	-4	-21	2	15	0	-5
OC(COc1ccc(F)cc1)CN1CCN(c2ccccc2F)CC1 (stereo not drawn)	0.2	-11	0	-7	-5	-1	6	-6	-33
O=C(COC(=O)c1ccc(C(F)(F)F)cc1)Nc1cccc(S(=O)(=O)N2CCCCC2)c1	-0.3	-1	1	3	-8	43	-12	10	8
Cc1cc([N+](=O)[O-])nn1CCCC(=O)Nc1cc(Cl)ccc1Cl	0.7	-1	-1	-4	-1	-7	-3	-5	-14
Cc1ccc(S(=O)(=O)N2C[C@H]3C(=O)C[C@@H](c4ccc(Cl)cc4)N(S(=O)(=O)c4ccc(C)cc4)[C@H]3C[C@H]2c2cccc3ccccc23)cc1	-0.2	-40	1	0	.	-14	-6	30*	.
O=C(N/N=C/c1ccccn1)C12CC3CC(CC(C3)C1)C2	-0.1	1	1	-5	-5	-25	-8	19	-8
O=C(NC(=S)Nc1nc2c(s1)CCCC2)c1ccc(C(=O)c2ccccc2)cc1	-0.1	0	0	2	-10	7	-3	-1	-16
CC1(C)CC(=O)c2cnc(NC(=O)C3CCCC3)nc2C1	0.0	3	2	-4	0	4	6	-6	-5
CCN(CC)S(=O)(=O)c1cc(NC(=O)CCNC(=O)c2ccco2)ccc1C	3.7	2	-2	-3	-8	2	-3	-11	-14

SMILES	CHO-K1 Ca ag	CHRM1 antagonist	TAAR1 agonist	CHRM1 agonist	OXTR potentiate	TAAR1 antag	M1 PAM parental	CHO-K1 Ca antag	CHO parental Ca
CCCc1nn2c(=O)cc(CSCC(=O)Nc3cccc(C)c3)nc2s1	0.1	21	0	-3	2	-12	11	-3	-16
COc1cc(C(=O)N2CCN(CC(O)COc3ccccc3)CC2)cc(OC)c1OC (stereo not drawn)	0.3	-3	1	-3	-4	-16	9	-8	-16
O=C(NCc1cccnc1)c1cc(Sc2cccc(Cl)c2)nc2ccccc12	4.6	16	11	-4	-11	22	-7	10	-19
C#CCOCCOCCOCCNc1nc(N2CCN(C(=O)[C@H](CCC(=O)O)n3cc(C(N)Cc4ccc(O)cc4)nn3)CC2)nc(N2CCN(C(=O)[C@H](CCC(=O)O)n3cc(C(N)[C@H](C)CC)nn3)CC2)n1 (stereo partly drawn)	0.0	-1	.	-4	3	.	-10	-1	5
NNC(=S)NCc1ccccc1	0.7	-14	0	-3	-3	-14	18	-12	-1
Cc1cc(S(=O)(=O)Nc2cccc(C(=O)O)c2)c(C)c(S(=O)(=O)c2ccc(Cl)cc2)c1	0.1	1	-4	-2	2	7	9	-13	-10
O=C(NCCC(=O)N1CCOCCOCCOCCOCC1)OCc1ccccc1	1.2	-7	7	-4	-2	2	19	-5	-22
c1ccc(-n2cnc3cc(NCc4ccncc4)ccc32)cc1	1.3	-1	3	-4	-3	-10	16	-13	-14
c1cncc(CSc2nnc3ccc(-c4cccs4)nn23)c1	0.5	-7	4	-2	-2	-30	2	0	11
O=C(CCCn1c(SCC(=O)c2ccc(F)cc2)nc2ccccc2c1=O)NCc1ccccc1	0.7	-5	8	-5	0	16	10	-5	-16
CCCCOc1ccc(S(=O)(=O)Nc2cc(OC)ccc2OC)cc1	7.3	18	16	-4	-7	4	12	8	17
CCOC(=O)CN1C(=O)N2C[C@H]3CON(C)[C@H]3C[C@H]2c2ccccc21	0.4	-4	3	-2	.	-14	-1	11	.
COc1cccc(Oc2c(C)oc3c(CN4CCCC4)c(O)ccc3c2=O)c1	-0.3	-14	-1	-7	-2	-5	-3	3	-9
CC12CCC(c3c(C(=O)Nc4nccs4)nn(-c4ccccc4)c31)C2(C)C (stereo not drawn)	-0.2	-18	10	-3	-7	5	3	-25	-26
Cc1ccc(S(=O)(=O)N(C)C[C@@H]2OCc3cnnn3CCCC(=O)N([C@@H](C)CO)C[C@@H]2C)cc1	-0.1	-3	7	-3	.	-20	-4	-5	.
COc1ccc(Cl)cc1NC(=O)CN(C)C(C)C(=O)NC(=O)NC1CCCCC1 (stereo not drawn)	12	3	4	-4	-9	21	-12	5	-5
CCC1S/C(=N/N=C/c2ccco2)NC1=O (stereo not drawn)	-0.4	-4	3	3	-9	-11	-9	8	-1
CC(C)Cn1cc(C(=O)NCC2CCCO2)c2c3ccccc3n(C)c2c1=O (stereo not drawn)	0.4	0	4	-5	-6	-8	5	-4	-10
CCCNC(=O)CN1C(=O)NC(CCc2ccccc2)C1=O (stereo not drawn)	1.1	-8	5	0	-1	0	13	-8	-4
COc1ccc(C(=O)NCC(=O)OCC(=O)Nc2c(C)n(C)n(-c3ccccc3)c2=O)cc1	4.5	-1	0	-3	3	3	8	9	2
O=C(Nc1ncn[nH]1)c1cccc(F)c1	0.3	0	12	-5	5	-19	1	-1	-5
COc1ccc(CC(=O)NCCS(=O)(=O)N2CCN(c3ccccc3OC)CC2)cc1	1.3	1	1	-2	-3	-7	-18	4	-23
CCOC(=O)C1CCN(C(=O)Nc2ccc(Cl)cc2Cl)CC1	0.9	-8	3	-4	-10	-4	25	-5	-13
CC(Sc1nnc(COc2ccccc2)n1-c1ccccc1)C(=O)O (stereo not drawn)	0.4	-5	5	-4	-8	-6	-3	-2	-4
CCC1CCc2sc(C(=O)N(C)CC(=O)Nc3ccc(OC)cc3)cc2C1 (stereo not drawn)	-0.5	-8	-1	-7	-5	-40	16	-6	-29

SMILES	CHO-K1 Ca ag	CHRM1 antagonist	TAAR1 agonist	CHRM1 agonist	OXTR potentiate	TAAR1 antag	M1 PAM parental	CHO-K1 Ca antag	CHO parental Ca
COc1cc(C2CC(=O)Oc3c(C(CCN4CCN(c5ccccc5)CC4)c4ccc(N(C)C)cc4)c(OC)cc(OC)c32)cc(OC)c1OC (stereo not drawn)	0.4	-1	-1	-2	4	-3	15	-11	-14
CCOc1ccc(NC(=O)N2CCc3ccccc3C2)cc1	0.4	-5	51*	-5	2	-3	10	-8	-1
O=C(O)c1c(NC(=O)c2cccc3ccccc23)sc2c1CCC2	-0.1	-12	13	-4	-5	6	17	-8	-12
Cc1ccnc(NC(=O)CS(=O)(=O)Cc2ccccc2)c1	1.0	-31	4	-2	-7	4	20	-16	-7
O=C(Nn1cnnc1)c1ccc(F)c(S(=O)(=O)N2CCCCC2)c1	-0.3	-8	6	-2	-4	-3	16	-10	15
Nc1ccc(Br)c2cccnc12	-0.2	7	9	-6	-5	-54	-9	10	-2
COc1ccc(OCCC(=O)OCC(=O)c2ccc[nH]2)cc1	0.5	-11	0	-1	-10	13	16	-4	-5
O=C(/C=C/c1ccc(OC(F)F)cc1)Nc1cccc(S(=O)(=O)N2CCOCC2)c1	12	18	17	-2	-18	33	-15	6	17
Cc1ccc(S(=O)(=O)N2CCCCC2)cc1NC(=O)c1cnccn1	0.2	14	1	-3	.	-8	-28	4	.

A section taken from the entries so far:
SMILES	CHO-K1 Ca ag	CHRM1 antagonist	TAAR1 agonist	CHRM1 agonist	OXTR potentiate	TAAR1 antag	M1 PAM parental	CHO-K1 Ca antag	CHO parental Ca
COc1cc(C2CC(=O)Oc3c(C(CCN4CCN(c5ccccc5)CC4)c4ccc(N(C)C)cc4)c(OC)cc(OC)c32)cc(OC)c1OC (stereo not drawn)	0.4	-1	-1	-2	4	-3	15	-11	-14
CCOc1ccc(NC(=O)N2CCc3ccccc3C2)cc1	0.4	-5	51*	-5	2	-3	10	-8	-1

Screens: PubChem, The Scripps Research Institute Molecular Screening Center

Rows were taken by chance, and some 4.2% of all compounds hit somewhere here.
